# EBNA-1 inhibitor – EBNA-1 DNA-binding inhibitors, primary screen, biochemical, fluorescence polarization. inhibition, % at 14.8 µM. actives 0.34% (n = 300,000); in the data active = inhibition above about 28%
# BCLXL inh – inhibitors of human Bcl-xL, primary screen, biochemical, fluorescence polarization, HTS. Bcl-2-like protein 1 (Homo sapiens), Q07817. GST-Bcl-xL / FITC-Bim BH3 peptide fluorescence polarization. inhibition, % at 10.9 µM. actives 0.7% (n = 320,000);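 active = inhibition above the mean of all tested compounds plus 3 SD, cutoff set per campaign, cut at about 30% in these data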;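 also: 0% = DMSO wells and 100% = unlabeled Bim-BH3 peptide competitor; inhibitors lower millipolarization by displacing the labeled peptide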
# Target sequence (Q07817 whole entry, looked up): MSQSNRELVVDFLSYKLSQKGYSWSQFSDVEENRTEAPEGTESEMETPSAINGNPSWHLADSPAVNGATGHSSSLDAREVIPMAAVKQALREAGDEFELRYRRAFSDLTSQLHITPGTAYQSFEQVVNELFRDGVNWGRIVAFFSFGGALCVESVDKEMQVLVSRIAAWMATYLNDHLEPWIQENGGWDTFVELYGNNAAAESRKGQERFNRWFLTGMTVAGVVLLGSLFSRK
# ZTA DNA inh – counter-screen for EBNA-1 inhibitors: inhibitors of Epstein-Barr virus ZTA. P03206. AID 2234. ZTA-DNA binding, fluorescence polarization. actives 0.15% (n = 320,000). inhibition, % at 11 µM; in the data active = inhibition above about 33%
# MCL1-BIM inh – inhibitors of MCL1 binding to BIM-BH3, primary screen, biochemical, fluorescence polarization | GST-MCL1 / FITC-Bim-BH3 fluorescence polarization | inhibition, % at 10.9 µM | actives 0.68% (n = 320,000) | Induced myeloid leukemia cell differentiation protein Mcl-1 (Homo sapiens), Q07820;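 active = inhibition above the mean inhibition of all tested compounds plus 3 SD, set per campaign, cut at about 40% in these data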;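 also: 0% = DMSO wells and 100% = unlabeled Bim-BH3 peptide control; higher means more loss of mP so more displacement of Bim peptide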
# Target sequence (Q07820 whole entry, looked up): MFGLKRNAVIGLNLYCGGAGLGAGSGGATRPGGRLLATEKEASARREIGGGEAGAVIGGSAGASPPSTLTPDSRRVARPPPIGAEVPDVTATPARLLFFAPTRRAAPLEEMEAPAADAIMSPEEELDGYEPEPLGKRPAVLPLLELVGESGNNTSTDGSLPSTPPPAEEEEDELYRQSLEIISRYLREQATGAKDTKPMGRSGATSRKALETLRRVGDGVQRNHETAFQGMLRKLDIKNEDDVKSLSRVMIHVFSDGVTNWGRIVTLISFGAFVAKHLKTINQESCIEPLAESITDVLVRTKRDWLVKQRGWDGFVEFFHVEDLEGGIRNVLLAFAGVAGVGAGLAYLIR
# MEX-5 binding – MEX-5 zinc finger RNA-binding disruptors – biochemical, C. elegans, fluorescence polarization, MLPCN library, primary screen | MEX-5/FITC-TCR2 RNA binding; active compounds read low | activity score (negative = inhibition of binding), % at 10 µM | actives 0.38% (n = 300,000) | AID 1832, 2009;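 active = inhibition past about -25% in most replicates, and total fluorescence under double the plate's negative control median, limit read from the data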;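 also: 0% = DMSO and -100% = 5 µM competing unlabeled TCR2 RNA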
# Fam108B counter – mouse Fam108B serine hydrolase inhibitors, primary screen, counter-screen for RBBP9 inhibitor project, biochemical, fluorescence polarization | inhibition, % at 9.51 µM | actives 0.33% (n = 300,000) | recombinant Fam108B, FP-Rh probe fluorescence polarization;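 active = inhibition above the screen mean inhibition plus 3 SD, computed separately per campaign, cut at about 18% in these data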;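 also: inhibitors lower polarization as less probe binds the enzyme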
# Yeast superoxide – reduction of superoxide in aged yeast, primary screen, HTS; S. cerevisiae aged cells, superoxide DHE fluorescence; active compounds read low; actives 0.18% (n = 330,000); superoxide response (% of plate mean), % at 10 µM;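 active = superoxide response under a set limit, about three screen SD below normal, cut at about 65% in these data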;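 also: yeast aged for seven days with compound at 30 °C before DHE staining; 100% = average MFI of all compound-treated wells on the plate with controls excluded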
# Efflux pump mplx – inhibitors of Candida efflux pumps in yeast, primary screen, S. cerevisiae, Nile Red, multiplex; inhibition, % at 10 µM; S. cerevisiae Candida pump triplex; actives 0.44% (n = 330,000);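 active = plate passing quality check with inhibition over a set limit, or well fluorescence over plate mean plus 4 SD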;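 also: Nile Red retained in pooled yeast measured as flow cytometry median fluorescence; 0% = buffer negative control and 100% = Enniatin B positive control; higher means more Nile Red kept so more efflux inhibition; some compounds called inactive have numbers as strong as hits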
# GLD-1 TGE inh – GLD-1/TGE RNA complex disruptors, primary screen, biochemical, fluorescence polarization; purified GLD-1 + fluorescein TGE RNA; actives 0.44% (n = 320,000); Female germline-specific tumor suppressor gld-1 (Caenorhabditis elegans), Q17339; inhibition, % at 5.96 µM;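 active = percent inhibition above a per-plate cutoff, the plate mean of test compounds plus 3 SD, cut at about 30% in these data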;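 also: 0% = DMSO wells with GLD-1 and probe and 100% = wells lacking GLD-1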
# Target sequence (Q17339 whole entry, looked up): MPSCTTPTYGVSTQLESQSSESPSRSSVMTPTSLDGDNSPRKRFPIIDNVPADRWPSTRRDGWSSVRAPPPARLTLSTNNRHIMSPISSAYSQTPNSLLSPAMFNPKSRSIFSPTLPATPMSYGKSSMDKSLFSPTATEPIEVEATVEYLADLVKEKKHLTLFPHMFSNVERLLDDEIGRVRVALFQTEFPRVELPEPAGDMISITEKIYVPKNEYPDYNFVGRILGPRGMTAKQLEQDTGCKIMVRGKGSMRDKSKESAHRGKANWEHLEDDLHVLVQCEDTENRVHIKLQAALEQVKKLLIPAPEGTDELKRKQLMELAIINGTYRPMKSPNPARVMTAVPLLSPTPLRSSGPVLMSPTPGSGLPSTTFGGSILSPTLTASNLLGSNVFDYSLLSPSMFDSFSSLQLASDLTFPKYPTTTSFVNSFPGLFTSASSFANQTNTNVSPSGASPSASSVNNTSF
# * hit, by the source's call; · = no result given.
# Below each SMILES – EBNA-1 inhibitor	BCLXL inh	ZTA DNA inh	MCL1-BIM inh	MEX-5 binding	Fam108B counter	Yeast superoxide	Efflux pump mplx	GLD-1 TGE inh
Cc1ccc(C(C)(C)NC(=O)C2CCC(=O)N(Cc3ccccc3F)C2)cc1 (stereo not given)
  -11	5	-9	-1	-1.6	-1	115	-0.1	3
OC(COc1ccccc1)CN1CCN(Cc2ccc3c(c2)OCO3)CC1 (stereo not given)
  5	2	10	6	-0.8	0	106	0.0	1
CCCc1cc(C(=O)Nc2cccnc2)no1
  9	-2	0	-4	0.5	5	111	0.1	-6
O=S(=O)(Nc1cccc2ncccc12)c1cccc(C(F)(F)F)c1
  ·	1	5	1	·	·	96	0.1	-6
COc1cc(/C=C2\SC(=Nc3ccc(F)cc3)N(c3ccc(F)cc3)C2=O)ccc1OCC(=O)O
  7	9	-7	6	-2.0	7	119	0.2	3
CC(=O)NCCc1ccc(S(=O)(=O)N2CCOCC2)cc1
  -1	2	-9	4	-0.8	-4	87	0.0	2
O=C(Nc1ccc2cccnc2c1)c1ccc(Br)cc1
  8	0	-8	-1	4.9	-3	100	0.1	1
CC1CCCN(CCCNC(=O)c2cc3c(Cl)nc4ccccc4c3s2)C1 (stereo not given)
  0	0	-8	8	0.3	-1	89	0.0	1
COc1ccc(S(=O)(=O)N2CCSC2c2ccc(OC)c(OC)c2)cc1 (stereo not given)
  -3	3	-12	9	0.5	5	95	0.0	3
CCOC(=O)CNC(=O)CSc1cc(C)nc2ccc(OC)cc12
  3	3	8	-5	-1.4	2	103	-0.1	0
O=C1N=C(N2C=CC(=C3C=CNC=C3)C=C2)/C(=C/N=NC(=O)c2ccccc2O)S1
  -9	99*	-23	115*	-46*	13	144	0.1	81*
Cc1cc(Cl)ccc1NC(=O)Nc1c(C)n(-c2ccccc2)c(=O)n1C
  -2	0	-9	9	-1.6	-1	81	0.2	-2
CC1(C)CNC(=O)c2sc(N3CCCCC3)nc2C1
  -3	1	0	6	3.6	-2	104	-0.1	3
COc1ccc(N2CCN(C(=O)CCCNC(=O)Cn3cnc4sc(C)c(C)c4c3=O)CC2)cc1
  -11	0	-9	-2	1.5	-6	92	-0.2	1
CN1CCS/C1=C/C=C1/SC(=S)N(Cc2ccccc2)C1=O
  -10	-83	-5	-130	1.0	18	97	0.3	-187
Cc1c(N=C2N=C(NC(=O)c3cccs3)c3ccccc32)c(=O)n(-c2ccccc2)n1C
  -4	-30	1	-38	-16	3	99	0.0	-24
C#CCOCCOCCOCCNc1nc(N2CCN(C(=O)Cn3cc(CCCCN)nn3)CC2)nc(N2CCN(C(=O)Cn3cc(CCCN=C(N)N)nn3)CC2)n1
  4	-3	13	3	·	-1	110	0.1	-8
C=CCN(C(=O)c1csnn1)C(C(=O)NC1CCCCC1)c1ccc(C)cc1 (stereo not given)
  -11	6	-7	7	-3.7	-3	115	-0.1	10
N/C(=N\S(=O)(=O)c1cc(C(F)(F)F)cc(C(F)(F)F)c1)c1cccs1
  -6	3	-8	6	0.8	-1	117	0.2	-1
O=C(CN1CCN(S(=O)(=O)c2ccccc2)CC1)Nc1ccc(Cl)c([N+](=O)[O-])c1
  1	8	-5	1	2.8	2	92	-0.1	3
COc1ccc(NC(=O)COC(=O)c2cccc(S(=O)(=O)N3CCCCC3)c2)c(OC)c1
  ·	5	4	2	·	·	86	-0.2	2
CCCCOCCCNC(=O)Cc1cccs1
  9	3	0	3	-0.1	3	72	0.0	3
CC(C)(C)C(=O)Nc1c2c(nn1-c1cccc(Cl)c1)CS(=O)(=O)C2
  5	-4	10	-1	1.3	-1	108	-0.1	3
CCCCn1c(N)c(N(CC(C)C)C(=O)C2CCN(S(=O)(=O)c3ccc(C)c(C)c3)CC2)c(=O)[nH]c1=O
  -1	-2	5	-10	1.4	-1	107	0.1	0
O=C(COc1ccc(-c2nnco2)cc1)N1CCN(S(=O)(=O)c2ccccc2)CC1
  1	-1	2	2	1.9	6	95	0.0	0
COc1ccc(OC)c(C2/C(=C(\O)c3ccc(OC)c(Cl)c3)C(=O)C(=O)N2CCN(C)C)c1 (stereo not given)
  13	5	16	5	1.5	0	107	0.0	5
COc1ccc(Cl)cc1N(CC(=O)N/N=C/c1ccc(OC(C)C)cc1)S(=O)(=O)c1ccc(C)c([N+](=O)[O-])c1
  -9	4	-8	6	0.1	-24	105	0.3	7
COc1cc(CNCCO)cc(Br)c1OCc1cccs1
  -4	2	4	3	2.1	3	93	-0.1	-1
CN1C(=O)C(=O)N(c2cccc(C(F)(F)F)c2)C1=O
  -6	2	3	-3	1.7	-1	104	0.1	1
Cc1cccc(C(=O)O/N=C/c2c(Cl)n(C)c3ccccc23)c1
  7	4	-6	1	-0.6	-10	99	-0.1	0
COc1ccc(N2CCN(C(=O)Cn3cnc4sc(C)c(S(=O)(=O)N5CCOCC5)c4c3=O)CC2)cc1
  2	4	10	7	-1.9	-2	105	0.2	0
CCNS(=O)(=O)c1ccc(Br)c(OC)c1
  -10	-4	-1	-1	2.6	2	100	0.2	0
O=C(N/N=C\c1cccnc1)c1cc(-c2ccc(Cl)s2)[nH]n1
  2	-35	-8	-30	-2.3	-24	107	0.2	-2
Cc1[nH]c2ccccc2c1/C=N/NC(=O)c1cccc(S(=O)(=O)Nc2ccccc2Cl)c1
  2	6	10	-3	-3.3	9	91	-0.4	17
O=S(=O)(NCC(Nc1ccc(Cl)cc1)c1ccccc1)c1ccccc1 (stereo not given)
  4	1	0	1	-0.2	-2	92	-0.1	6
O=C1C(=O)N(CCCn2ccnc2)C(c2ccc([N+](=O)[O-])cc2)/C1=C(\O)c1ccc2c(c1)OCCO2 (stereo not given)
  ·	0	4	-4	·	·	112	0.5	5
COc1ccc(-c2nnc(SCC(=O)N(C)C3CCS(=O)(=O)C3)n2N)cc1OC (stereo not given)
  3	-8	3	-1	1.5	2	92	0.1	9
CC1(C)CC(=O)C2=C(C1)N(c1ccccc1C#N)C(N)=C(C#N)C2c1cccs1 (stereo not given)
  7	0	-32	4	3.1	0	93	0.0	2
Cn1c(=O)c2cc(S(=O)(=O)N3CCOCC3)ccc2n(C)c1=O
  -9	4	-17	-3	-0.5	-1	102	0.5	8
CCOC(=O)N1CCC(N2CCN(c3cc(C)ccc3C)CC2)CC1
  1	1	-16	-7	2.3	3	107	-4.9	13
CCCNc1nc(C)cc(-c2cc(C(=O)NCc3ccccc3)on2)n1
  3	1	-27	4	4.7	5	101	-0.1	6
CC(=O)N/N=C/c1cc([N+](=O)[O-])ccc1OCCOc1ccccc1
  8	0	-1	0	2.0	-4	87	0.1	6
Cc1cccc(C)c1OCC(=O)NNC(=S)NC(=O)C1CC1
  9	5	-15	5	0.0	6	105	-1.1	2
Cc1cc(C)nc(NS(=O)(=O)c2ccc(NC(=O)c3ccc(S(=O)(=O)N4CC(C)OC(C)C4)cc3)cc2)n1 (stereo not given)
  4	0	-24	7	2.2	-4	113	0.1	-5
CCOc1ccccc1C(=O)NCC(=O)OCc1c(C)noc1C
  -11	0	-10	-2	4.9	5	104	-0.1	7
CCOC(=O)c1cc2c(ccn2C)n1CC(=O)N(Cc1ccccc1)c1ccccc1
  5	6	2	2	1.1	6	98	-0.6	36*
O=C1N/C(=N\N=C\c2cccnc2)SC1Cc1ccc(SC(F)F)cc1 (stereo not given)
  6	2	-6	6	-0.4	2	100	0.1	0
Cc1ccc(OCCn2cnc3cc([N+](=O)[O-])ccc3c2=O)cc1
  -16	2	1	1	-2.8	0	108	0.1	-9
Cc1ccc(SCc2c(C(=O)N/N=C/c3ccc4c(c3)OCO4)nnn2-c2nonc2N)cc1
  8	8	8	2	-0.7	5	114	0.1	-1
COc1ccc(-c2nsc3c(SCc4ccccc4)ncnc23)cc1
  5	5	9	0	-0.9	4	95	0.1	3
O=C(O)CN1CCN(c2ncc(C(F)(F)F)cc2Cl)CC1
  -2	-2	-23	-3	-1.4	1	114	0.0	-2
COc1ccc(NS(=O)(=O)CC(C)C)c(OC)c1
  -5	1	-21	-3	2.9	4	103	-0.1	2
COC(=O)c1ccc(OCC(=O)NC(C)(C)C)cc1
  -2	-7	3	-8	-1.2	1	102	0.1	-8
Cc1cc(Cl)ccc1NC(=S)N1CCN(Cc2ccccc2)CC1
  0	5	4	8	3.5	-3	95	-0.2	1
CN(C(=O)COC(=O)c1ccc2c(=O)n3c(nc2c1)CCC3)C1CCS(=O)(=O)C1 (stereo not given)
  -5	1	-2	-6	0.0	-3	97	0.0	2
Oc1ccc(-c2[nH]ncc2-c2ccc(Cl)cc2)c(O)c1
  0	4	-19	0	-0.5	-6	98	0.0	12
O=C(c1ccc(NS(=O)(=O)c2ccc(F)cc2)cc1)N1CCOCC1
  4	4	8	3	0.6	1	86	-0.1	-2
CC(C)c1nc2n[nH]c(N)c2c2c1CCCC2
  9	-2	10	4	-0.8	-3	104	0.0	5
CNC(=O)COc1ccc(Cl)c2cccnc12
  6	5	-4	-1	2.8	6	112	-0.1	-4
NC(=O)CSc1nnc(-c2ccc3c(c2)OCO3)o1
  -7	-4	19	-4	0.9	1	93	0.2	0

# The list continues.
# Below each SMILES – EBNA-1 inhibitor	BCLXL inh	ZTA DNA inh	MCL1-BIM inh	MEX-5 binding	Fam108B counter	Yeast superoxide	Efflux pump mplx	GLD-1 TGE inh
COc1ccc(/C=N/NC(=O)c2ccc(N)cc2)cc1Cn1cc([N+](=O)[O-])cn1
  -7	0	-18	7	-0.3	-1	80	-0.1	9
N#CCOc1nc(N2CCOCC2)nc(N2CCOCC2)n1
  -3	2	-6	1	-1.1	-1	95	0.1	3
O=C(CSc1ccc(-c2ccco2)nn1)Nc1ccccc1
  -3	9	16	7	1.0	7	97	0.0	5
O=CN1CCN(C(=O)c2cccc3c2-c2ccccc2C3=O)CC1
  6	3	14	7	1.3	2	93	-0.1	0
CCn1c(=O)c(C(=O)NCc2ccc(F)cc2)c(O)c2ccccc21
  -8	2	-8	3	-0.5	-2	103	-0.1	0
O=C(Nc1ccc(-c2cn3ccccc3n2)cc1)c1ccco1
  -1	1	-22	-2	-1.1	-5	106	-1.0	0
O=C(Nc1ccccc1)N1CCN(c2cccc(C(F)(F)F)c2)CC1
  0	4	-7	9	-1.0	4	83	-0.1	2
Cc1[nH]nc2ncc(C(=O)c3ccccc3O)cc12
  7	-5	-18	-7	1.3	-6	91	0.3	3
c1ccc2c(CNn3cnnc3)cccc2c1
  0	7	0	7	-3.8	2	114	0.1	-2
COc1cccc(CC(=O)Nc2ccc(S(=O)(=O)N3CCOCC3)cc2)c1
  -4	1	-4	-1	1.1	-3	102	0.1	-1
CCN(C(=O)c1c(C)cc(=O)oc1C)c1ccc2c(c1)OCO2
  12	1	3	-2	-1.2	1	103	-0.1	5
O=C(COc1ccc(Cl)cc1)NCCCn1ccnc1
  0	2	-21	2	4.2	4	99	0.0	-2
CCCC(=O)c1c[nH]c(C(=O)NCc2ccco2)c1
  -1	-1	8	-7	0.7	-1	101	-0.1	0
C=C1SC(Nc2c(C)cccc2C)=NC12CCCCC2
  -6	5	0	6	0.7	-1	116	-0.1	-1

# Compound activity deposited in PubChem by several laboratories.
